Screens as filed in PubChem BioAssay.
IL2 activator: activates IL-2 in a cell-based reporter assay; 360,000 compounds, 0.065% hits; IL-2 activation reporter assay, cell-based qHTS; stimulated with anti-CD3/CD4/CD28 beads; in transgenic mouse T cells; activation, % (series mostly up to about 46 µM); in the data active means activation above about 50%; inconclusive means mostly about 30% to 49%; further: 0% is about no effect
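Unstimulated transgenic mouse T cells; 60-min compound exposure; bead-based TCR/CD4/CD28 stimulation; 18 h culture, 37 degrees C; dual fluorescence (EGFP, DsRed) plate cytometry.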
EPAC1 agonist: EPAC1 (human) agonism; O95398; EPAC1 agonist qHTS, biochemical assay; response scale: 100% = response to 6.5 mM cAMP; Potency, µM (highest dose often 154 µM), inactives show at the top dose activation, actives largely listed as activators; 360,000 compounds, 0.073% hits; AID 720707; further: potency means the concentration at half of the fitted maximal effect; nearly all actives have a fitted effect of over 60% in size
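Compounds were pinned as a concentration titration into mixtures of EPAC1 (100 nM), BODIPY-GDP-loaded Rap1B (250 nM) and GDP (50 uM). After 5 min at room temperature, fluorescence was followed for 30 min; activity was scaled to 6.5 mM cAMP.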
HEK293 tox: cytotoxic in the GLP-1 receptor inverse agonist counter-screen | HEK293 cAMP-luciferase reporter cells, luminescence, 24 h | Potency, µM (highest dose often 38.3 µM), without a hit: top-dose activity change, negative = inhibition, usual class: inhibitors | 410,000 compounds, 0.13% hits;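 further: loss of luciferase light is scored as toxicity; potency means the concentration at half of the fitted maximal effect; on the % scale 0 is the no-effect control and ±100 the full control effect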
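Here, cytotoxicity is scored as loss of luminescence. The MLSMR collection was tested on cells seeded in medium containing 10% Nu serum, with a 24 hr compound exposure preceded by 12 hours of culture.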
GLP-1R agonist: agonists of human GLP-1 receptor | P43220 | HEK293 GLP-1R CRE-luciferase, luminescence, 4-6 h; cells express a hypersensitive GLP-1R form | Potency, µM (highest dose often 45.6 µM), inactives show at the highest dose activation, usual class: activators | 380,000 compounds, 0.007% hits | AID 624172; further: potency means the concentration at half of the fitted maximal effect; % of control where 0% means no effect
Target sequence (P43220 whole entry, looked up): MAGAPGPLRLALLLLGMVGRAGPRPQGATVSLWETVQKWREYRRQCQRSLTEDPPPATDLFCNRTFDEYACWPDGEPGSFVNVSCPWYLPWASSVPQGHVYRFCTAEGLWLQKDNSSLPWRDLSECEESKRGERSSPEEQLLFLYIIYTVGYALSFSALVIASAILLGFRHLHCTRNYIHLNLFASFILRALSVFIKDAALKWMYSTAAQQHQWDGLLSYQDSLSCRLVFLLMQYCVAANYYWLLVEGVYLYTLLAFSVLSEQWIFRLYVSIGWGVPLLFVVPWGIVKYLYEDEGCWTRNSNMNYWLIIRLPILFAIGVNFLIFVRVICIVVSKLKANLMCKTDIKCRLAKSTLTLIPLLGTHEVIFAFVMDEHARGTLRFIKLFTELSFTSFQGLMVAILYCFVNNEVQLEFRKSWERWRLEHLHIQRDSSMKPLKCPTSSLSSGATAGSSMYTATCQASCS
GLP-1R inv ag: GLP-1 receptor (human) inverse agonism; HEK293 GLP-1R CRE-luciferase, luminescence, 24 h; GLP-1R form is constitutively active; Potency, µM (doses to about 38.3 µM), for inactives: at the top dose activity change, negative = inhibition, usual class: inhibitors; 410,000 compounds, 1.6% hits; AID 624417; further: potency means the concentration at half of the fitted maximal effect; on the % scale 0 is the no-effect control and ±100 the full control effect; nearly all actives have a fitted effect of over 55% in size
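Inverse agonism was detected as reduced cAMP-driven luciferase luminescence after 24 h compound treatment. The cells were HEK293 clones expressing constitutively active human GLP-1R with the reporter. Reporter-only and GPR119 cell lines served as counterscreen controls.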
PLK1 PBD inh: blocks phosphopeptide binding to human PLK1 polo-box domain | Plk1 PBD binding of FITC phosphopeptide, fluorescence polarization | Potency, µM, inactives show max response, negative = inhibition, usual class: inhibitors | 360,000 compounds, 2.8% hits | AID 720504; further: potency means the concentration at half of the fitted maximal effect; series mostly up to about 57 µM; on the % scale 0 is the no-effect control and ±100 the full control effect; nearly all actives have a fitted effect of over 65% in size
EPAC1 antag: EPAC1 (human) antagonism. O95398. EPAC1 GEF assay, Rap1b-BODIPY-GDP exchange fluorescence. Potency, µM (highest dose often 115 µM), inactives show at the top dose activity change, negative = inhibition, hits mostly inhibitors. 360,000 compounds, 0.14% hits;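 further: potency means the concentration at half of the fitted maximal effect; plate controls were vehicle for no effect and positive control for full effect; nearly all actives have a fitted effect of over 50% in size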
PI5P4K alpha inh: blocks human PI5P4K alpha kinase activity. 330,000 compounds, 1.2% hits. max response, %. P48426. PI5P4Kalpha enzyme, ADP-Glo luminescence, 60 min; stronger effect = lower value. AID 652105; active means max response of -50% or lower; inconclusive means between -30% and -50%; inactive means -30% or higher; further: value at the top dose of about 77 µM; on the % scale 0 is the no-effect control and ±100 the full control effect
Target sequence (P48426 whole entry, looked up): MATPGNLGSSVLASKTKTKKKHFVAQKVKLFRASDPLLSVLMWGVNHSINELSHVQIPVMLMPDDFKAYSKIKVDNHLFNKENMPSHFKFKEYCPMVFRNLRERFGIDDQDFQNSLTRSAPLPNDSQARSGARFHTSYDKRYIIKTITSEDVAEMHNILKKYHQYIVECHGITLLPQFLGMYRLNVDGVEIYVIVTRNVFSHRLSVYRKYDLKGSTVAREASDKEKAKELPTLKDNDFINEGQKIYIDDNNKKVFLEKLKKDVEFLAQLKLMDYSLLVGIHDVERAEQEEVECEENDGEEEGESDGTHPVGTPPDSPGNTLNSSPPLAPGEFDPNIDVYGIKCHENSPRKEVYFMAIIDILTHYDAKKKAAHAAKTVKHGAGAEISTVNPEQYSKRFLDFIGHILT
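Controls without substrate or without enzyme flank wells where PI5P4Kalpha converts substrate using 5 microM ATP (final). Incubation lasts 60 minutes at room temperature; ADP formed is read by ADP-Glo luminescence.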
PTHR1 agonist: agonists of human PTHR1 parathyroid hormone receptor; Q03431; HEK293 GP2 PTHR1 cells, GloSensor cAMP luminescence, 1 h; 410,000 compounds, 0.075% hits; Potency, µM (titrated, usually from 115 µM), inactives show at the top dose activation, hits mostly activators; AID 743266; further: potency means the concentration at half of the fitted maximal effect; nearly all actives have a fitted effect of over 55% in size; some results filed as inactive show a strong effect at the top dose; inactives centre near -15; many of its hits are not listed in these tables
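HEK-293-derived GP2 cells expressing PTHR1 and a GloSensor cAMP reporter, 3,000/well, plated overnight, given luciferin plus IBMX (each 0.5 mM as added) for 1 h at 37 °C, then compound for 1 h at 37 °C. Luminescence was read after 15 min at room temperature.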
* marks the source's active call; other numbers are inactive results; i = inactive; ? = inconclusive; / = not tested or not shown; [ ] = another dose, or the depositor's remark. Unless noted, the call rests on the fitted dose curve; in most records, active means well fitted curve in the direction sought with a large enough effect; inconclusive means small, poorly fitted or top-dose-only effect, or another doubt; inactive means no such curve, though single readings can be large; an effect the other way counts as inactive or inconclusive. An excerpt; the hit share may differ from the screen's.

SMILES	IL2 activator	EPAC1 agonist	HEK293 tox	GLP-1R agonist	GLP-1R inv ag	PLK1 PBD inh	EPAC1 antag	PI5P4K alpha inh	PTHR1 agonist
COc1ccccc1N1CCN(C(=O)CCNS(=O)(=O)c2ccc3c(c2)CCN3C(=O)C2CC2)CC1	/	/	-9%	-8%	15%	/	/	/	-42%[inhibitor]
CCN(CC)C(=O)CSc1nnc(-c2ccccc2)c(-c2ccccc2)n1	0.5	-3%	-10%	3%	?	-30%	-27%	-4	-25%
O=C(C1CCCN(S(=O)(=O)c2ccccc2)C1)N1CCN(c2ccc(F)cc2)CC1 (stereo not given)	-0.4	6%	-4%	14%	?	4%	-1%	-2	-48%[inhibitor]
CCN(CC(=O)Nc1c(F)cccc1F)C(=O)C(C)SCc1nc2sc(C)c(C)c2c(=O)[nH]1 (stereo not given)	-2.5	-3%	1%	3%	12%	-3%	2%	-1	i
CC(=O)Nc1ccc(-c2csc(Nc3cccc(C)n3)n2)cc1	-3.5	6%	-12%	28%	?	2%	-12%	-1	-11%
Cc1ccc(C)c(N(CC(=O)N/N=C/c2ccc(-c3ccc([N+](=O)[O-])cc3)o2)S(=O)(=O)c2ccccc2)c1	-0.4	5%	74%[activator]	1%	66%[activator]	8%	-6%	/	i
COc1ccccc1NC(=O)NCc1nc(-c2ccc(C(F)(F)F)cc2)no1	0.3	-16%	1%	-3%	-34%	4%	10%	-1	-33%[inhibitor]
O=C(O)Cc1ccc2c(c1)Cc1cccnc1O2	-1.8	-3%	-5%	1%	25%	2%	17%	-6	i
COc1ccc([N+](=O)[O-])cc1N(CC(=O)Nc1ccccc1C(=O)N1CCCC1)S(C)(=O)=O	6.4	11%	0%	-1%	6%	-12%	-12%	3	-17%
CC(=O)CSc1nc2ccc(Nc3nc(N4CCOCC4)nc(N4CCOCC4)n3)cc2s1	-0.5	18%	11%	15%	0%	-19%	-9%	/	i
Cc1ccc(CNC(=O)CN(c2ccc(C(C)C)cc2)S(=O)(=O)c2c(C)noc2C)cc1	0.9	0%	-1%	-2%	-13%	5%	-21%	11	-11%
COC(=O)[C@@]12CCCCN1[C@H](c1ccc(-c3ccc4c(c3)OCO4)c(OC)c1)[C@@H]1C(=O)N(C)C(=O)[C@@H]12	-0.3	8%	5%	-2%	?	-10%	-11%	7	-55%[inhibitor]
O=C1CC[C@@H]2C[C@@]3(C[C@@H]4CCN1[C@H]24)Nc1cc([N+](=O)[O-])ccc1NC3=NCc1ccccc1	0.5	-16%	-18%	-3%	10%	-8%	-13%	-2	23%
O=C(CCCc1ccccc1)Nc1cccnc1	-0.6	6%	3%	-6%	15%	0%	14%	-6	i
O=C(NNc1ncnc2c1cnn2-c1ccc(F)cc1)c1ccco1	-2.4	9%	-10%	5%	1%	-10%	20%	-3	i
CC(C)c1ccc(Cc2cn3cc(-c4cc5ccccc5oc4=O)nc3s2)cc1	/	/	-22%	-2%	-65%	/	/	/	-15%
Brc1ccc(/C=N/Nc2ccccn2)cc1	-1.4	3%	?	7%	4%	1%	1%	10	-12%
C=CCN(c1ccc(Cl)cc1)S(=O)(=O)c1cccc(C(=O)OCC(=O)N(C)C)c1	0.8	0%	8%	18%	?	1%	-8%	6	-40%[inhibitor]
Cc1nc(C)c(C(=O)N/N=C/c2cn(C)c3ccccc23)s1	-2.9	-3%	-11%	12%	18%	-11%	4%	2	-15%
CCCCC(=O)NC(=S)Nc1cccc(NC(=O)CC)c1	-1.1	8%	-1%	2%	-12%	-11%	-12%	-2	-57%[inhibitor]
CCCOc1cccc(-c2cc(C(=O)N/N=C/c3ccccn3)c3ccccc3n2)c1	-3.3	12%	?	3%	?	-7%	-14%	-4	-19%
Cc1cccc(C(=O)OCC(=O)Nc2c(C)nn(-c3ccccc3)c2C)c1O	-1.3	5%	-1%	-21%	-21%	-4%	15%	3	-10%
O=c1cc(-c2ccccc2)oc2ccccc12	2.8	9%	0%	?	38%[activator]	-3%	4%	1	-19%
CCOC(=O)C1CCN(c2ccc(Cl)nn2)CC1	-0.1	11%	-4%	11%	10%	-7%	-3%	2	i
Cc1ccccc1NC(=O)c1nn(C)c(C(=O)Nc2ccccc2C)c1[N+](=O)[O-]	0.0	0%	7%	-1%	-17%	-4%	-15%	-1	-13%
CCOc1ccc(CCNC(=O)c2nn(C)c3c2CS(=O)(=O)c2ccccc2-3)cc1	2.0	-1%	5%	-4%	-1%	-13%	-13%	-7	i
CCCCc1ccc(NC(=O)Nc2cc(C)nn2C)cc1	-2.1	0%	-3%	0%	?	1%	-21%	-1	-1%
CC1(NC(=O)CCNC(=O)c2ccc(C(C)(C)C)cc2)CCS(=O)(=O)C1 (stereo not given)	-0.1	3%	2%	0%	-3%	-2%	-7%	-1	i
CCCC(=O)C1C(=O)CC(C)(C)C(c2cc(C)no2)C1=O (stereo not given)	1.3	-6%	56%	-15%	16%	-1%	-39%	-1	i
CCC(C)NC(=O)CNC(=S)N(CCCN1CCOCC1)Cc1cccs1 (stereo not given)	-2.2	5%	-3%	4%	5%	-5%	-23%	11	i
CCS(=O)(=O)c1nc(S(=O)(=O)c2ccc(C)cc2)c(N2CCCCCC2)s1	0.9	10%	-8%	21%	-8%	5%	-2%	11	i
Cc1cccc(/C=N/NC(=O)C[n+]2ccccc2)c1	0.4	-43%[inhibitor]	21%	-9%	5%	-4%	2%	2	i
CCN(CCn1cccn1)C(=O)CC1C(=O)NCCN1Cc1ccc(F)c(F)c1 (stereo not given)	0.2	-7%	-4%[7.66 µM]	-1%	0%[7.66 µM]	6%	10%	-9	-2%
O=C(NCCC(NS(=O)(=O)OCC(Cl)(Cl)Cl)c1ccccc1)C(F)(F)F (stereo not given)	-0.4	-1%	4%	10%	-17%	3%	-8%	7	-5%
O=C(O)/C(=C\c1ccc(-c2ccccc2[N+](=O)[O-])o1)c1ccccc1	-2.1	-10%	-13%	-6%	18%	38µM*	-8%	-3	i
COc1cccc(C(=O)Oc2ccc(/C=N/Nc3ccc(C(=O)O)cc3)cc2OC)c1	-1.1	1%	-7%	4%	-2%	?	?	4	i
Cc1ccc(NC(=O)COC(=O)CN2C(=O)C3CCCCC3C2=O)cc1S(=O)(=O)N1CCOCC1 (stereo not given)	-2.7	7%	14%	0%	21%	-6%	-17%	3	-3%
C[C@@H]1C(c2ccc(F)cc2)=NN(c2ccc(Br)cc2)[C@H]1C(=O)N1CCOC1=O	-0.3	-5%	1%	3%	10µM*	-3%	-10%	39	-20%
O=C(Cn1c(C(F)(F)F)nc2ccccc21)OCC(=O)c1c[nH]c2ccccc12	-0.2	-14%	1%	10%	9%	-2%	-9%	-8	i
CCCCC1=CC2=C(c3ccco3)C(=O)C(C)(OC(=O)c3ccc(OC)cc3)C(=O)C2=CN1CCOC (stereo not given)	-0.3	-5%	-14%	-1%	-10%	-17%	2%	-5	i

5 entries from above, bar-delimited:
mol | IL2 activator | EPAC1 agonist | HEK293 tox | GLP-1R agonist | GLP-1R inv ag | PLK1 PBD inh | EPAC1 antag | PI5P4K alpha inh | PTHR1 agonist
O=C(O)/C(=C\c1ccc(-c2ccccc2[N+](=O)[O-])o1)c1ccccc1 | -2.1 | -10% | -13% | -6% | 18% | 38µM* | -8% | -3 | i
C[C@@H]1C(c2ccc(F)cc2)=NN(c2ccc(Br)cc2)[C@H]1C(=O)N1CCOC1=O | -0.3 | -5% | 1% | 3% | 10µM* | -3% | -10% | 39 | -20%
COc1cccc(C(=O)Oc2ccc(/C=N/Nc3ccc(C(=O)O)cc3)cc2OC)c1 | -1.1 | 1% | -7% | 4% | -2% | ? | ? | 4 | i
CCN(CCn1cccn1)C(=O)CC1C(=O)NCCN1Cc1ccc(F)c(F)c1 (stereo not given) | 0.2 | -7% | -4%[7.66 µM] | -1% | 0%[7.66 µM] | 6% | 10% | -9 | -2%
CC1(NC(=O)CCNC(=O)c2ccc(C(C)(C)C)cc2)CCS(=O)(=O)C1 (stereo not given) | -0.1 | 3% | 2% | 0% | -3% | -2% | -7% | -1 | i

Three compounds out of the list, ordered by molecular weight, high to low:
SMILES	IL2 activator	EPAC1 agonist	HEK293 tox	GLP-1R agonist	GLP-1R inv ag	PLK1 PBD inh	EPAC1 antag	PI5P4K alpha inh	PTHR1 agonist
CCS(=O)(=O)c1nc(S(=O)(=O)c2ccc(C)cc2)c(N2CCCCCC2)s1	0.9	10%	-8%	21%	-8%	5%	-2%	11	i
COc1cccc(C(=O)Oc2ccc(/C=N/Nc3ccc(C(=O)O)cc3)cc2OC)c1	-1.1	1%	-7%	4%	-2%	?	?	4	i
Cc1cccc(/C=N/NC(=O)C[n+]2ccccc2)c1	0.4	-43%[inhibitor]	21%	-9%	5%	-4%	2%	2	i

Continued.
SMILES	IL2 activator	EPAC1 agonist	HEK293 tox	GLP-1R agonist	GLP-1R inv ag	PLK1 PBD inh	EPAC1 antag	PI5P4K alpha inh	PTHR1 agonist
COc1cc(CNCc2cccnc2)ccc1OCc1ccccc1	0.4	2%	-4%[0.307 µM]	-2%	-11%[0.307 µM]	-4%	2%	-7	i
CCC1CCC/C1=N\NC(=O)c1cc(C)[nH]n1 (stereo not given)	-0.7	-7%	9%	0%	3%	0%	5%	/	-6%[57.5 µM]
CC(C)C(C(=O)NCC1CCCO1)N(Cc1ccccc1)C(=O)CNS(=O)(=O)c1ccccc1 (stereo not given)	1.4	-5%	4%	0%	14%	0%	-20%	-8	i
O=C(c1cc2ccccc2o1)N1CCCCCC1	-3.6	-8%	12%	8%	?	-7%	4%	-7	i
Nc1ccc(Nc2ccccc2N)cc1	1.9	3%	?	7%	-8%	?	1%	/	i
N#C/C=C/N1CCN(C(=O)c2ccco2)CC1	-0.4	14%	5%	-6%	2%	-5%	-7%	0	-1%
O=C(NCc1cccnc1)C(=O)NC1CCCCC1	-2.2	1%	5%	4%	1%	-3%	-5%	0	i
Cn1c(CN2CCCCC2)nc2cc(NS(=O)(=O)c3ccc(Cl)cc3)ccc21	-0.5	8%	2%	5%	?	-13%	-13%	/	i
COc1ccc(/C=C(/NC(=O)c2ccco2)C(=O)Nc2cccc(C(=O)O)c2)cc1	0.9	11%	4%	-1%	13%	1%	-1%	4	i
